GAA glycogen mod: qHTS Assay for Inhibitors and Activators of Human alpha-Glucosidase Cleavage of Glycogen; Lysosomal alpha-glucosidase (Homo sapiens), P10253; AID 2100, 2009; recombinant GAA, glycogen substrate, Amplex Red glucose oxidase fluorescence; hit rate 0.38% among 300,000; Potency, µM (highest dose often 76.4 µM), for the others: top-dose activity change, negative = inhibition, usual class: inhibitors;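 further: 0% = full enzyme reaction and -100% = no-enzyme basal signal; the screen sought inhibitors and activators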
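qHTS, 1536-well; enzyme 4 nM final; cpd up to 77 uM; substrate bovine liver glycogen 30 ug; 50 mM citrate/phosphate pH 5.0, 0.01% Tween-20; 37 C, 40 min; Amplex Red detection 45 min RT; Hill fit → AC50.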
RECQ1 helicase: qHTS Assay for Inhibitors of RecQ-Like Dna Helicase 1 (RECQ1). RECQ1 DNA unwinding, red fluorescence kinetic read. Potency, µM (series often up to 57.3 µM), for the others: at the highest dose activity, negative = inhibition, actives largely listed as inhibitors. hit rate 0.54% among 240,000. AID 2549, 2010;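 further: plate controls were vehicle for no effect and no enzyme for full effect; nearly all actives have a fitted effect of over 30% in size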
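50 nM RECQ1T1 preincubated 15 min with compound in Tris pH 8.0 buffer with MgCl2, DTT, Tween-20 and 2.5 ug/ml poly(dI-dC); started with 200 nM TAMRA/BHQ-2 forked duplex and 2 mM ATP. Unwinding read as fluorescence (525/598 nm), two reads 2 h apart.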
TexasRed fluor: Total Fluorescence Counterscreen for Inhibitors of the Interaction of Thyroid Hormone Receptor and Steroid Receptor Coregulator 2; TRb/SRC2 Texas Red total fluorescence interference; Potency, µM (series often up to 106 µM), for inactives: at the top dose fluorescence change, negative = quenching; hit rate 0.29% among 280,000; AID 1479, 2009; active means well fitted curve in either direction with a large enough effect; inconclusive means small, poorly fitted or top-dose-only effect
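Human TRb ligand-binding domain at 0.6 uM with 20 nM Texas Red SRC2 peptide in Tris buffer containing 1 uM T3 and 5% DMSO, incubated with compound 5 h at ambient temperature. Total fluorescence (555/632 nm) calculated as parallel + 2 × perpendicular.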
RGS12 GoLoco inh: qHTS Assay for Inhibitors of RGS12 GoLoco Motif Activity (Red Fluorophore); Guanine nucleotide-binding protein G(i) subunit alpha-1 (Homo sapiens), P63096; Gai1:RGS12 GoLoco peptide FP, rhodamine, 10 min; Potency, µM (series often up to 61.6 µM), for the others: at the highest dose activity, negative = inhibition, usual class: inhibitors; hit rate 0.44% among 230,000; AID 880, 2007; active means well fitted inhibition curve with a large enough effect, not every such curve was filed as active; inactive means no such curve, though single readings can be large or run the other way; further: nearly all actives have a fitted effect of over 30% in size; many of its hits are not listed in these tables
Target sequence (P63096 whole entry, looked up): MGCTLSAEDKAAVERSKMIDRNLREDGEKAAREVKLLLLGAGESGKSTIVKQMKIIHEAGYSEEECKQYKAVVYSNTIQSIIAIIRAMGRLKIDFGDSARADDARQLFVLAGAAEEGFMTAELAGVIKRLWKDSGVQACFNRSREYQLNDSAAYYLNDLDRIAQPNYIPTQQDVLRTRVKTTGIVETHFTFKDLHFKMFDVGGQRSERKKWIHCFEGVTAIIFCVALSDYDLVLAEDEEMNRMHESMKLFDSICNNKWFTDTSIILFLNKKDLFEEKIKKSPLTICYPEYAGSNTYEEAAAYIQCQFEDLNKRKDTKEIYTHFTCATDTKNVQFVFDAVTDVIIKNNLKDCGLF
GAA inhib: qHTS Assay for Inhibitors of Human alpha-Glucosidase as a Potential Chaperone Treatment of Pompe Disease | Lysosomal alpha-glucosidase (Homo sapiens), P10253 | purified human GAA, 4-MU-alpha-glucoside fluorescence | hit rate 0.005% among 200,000 | Potency, µM (highest dose often 76.9 µM), for inactives: top-dose activity change, negative = inhibition, actives largely listed as inhibitors;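 further: plate controls were uninhibited enzyme wells for no effect and no-enzyme background for full effect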
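Compounds are titrated up to 77 uM against 4 nM human enzyme. Substrate 4-methylumbelliferyl-alpha-D-pyranoside (400 uM) reacts 20 min at room temperature in pH 5.0 buffer; liberated 4-methylumbelliferone is read at 440 nm.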
L3MBTL1 inh: qHTS Assay for the Inhibitors of L3MBTL1. Lethal(3)malignant brain tumor-like protein 1 (Homo sapiens), Q9Y468. AlphaScreen L3MBTL1–H3K9me1 peptide binding. Potency, µM (top dose mostly 57.1 µM), for inactives: top-dose activity, negative = inhibition, hits mostly inhibitors. hit rate 0.66% among 230,000. AID 485360, 2010; further: nearly all actives have a fitted effect of over 60% in size
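AlphaScreen assay: L3MBTL1 (50 nM final) was preincubated 30 min at room temperature with biotinylated H3(1-15)K9me1 peptide (75 nM final), then 30 min with library compounds; streptavidin donor and nickel chelate acceptor beads (10 ug/mL final) added, 30 min dark.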
aGlu spleen mod: qHTS Assay for Inhibitors and Activators of Human alpha-Glucosidase From Spleen Homogenate; Lysosomal alpha-glucosidase (Homo sapiens), P10253; human spleen homogenate, 4-MU-alpha-glucoside fluorescence; Potency, µM (titrated, usually from 79.9 µM), without a hit: at the top dose activity change, negative = inhibition, actives largely listed as inhibitors; hit rate 0.006% among 240,000; AID 2112, 2009;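 further: 0% = enzyme with vehicle and -100% = no enzyme basal signal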
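AC50 values come from Hill-equation fits of concentration-response data, normalized to no-enzyme and full-activity controls. Enzyme source: 1 ug human spleen homogenate; 1 mM fluorogenic 4-MU glucoside, pH 5.0 citrate buffer, 37 C, 40 min.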
TRb SRC2 PPI: qHTS for Inhibitors of the Interaction of Thyroid Hormone Receptor and Steroid Receptor Coregulator 2; hit rate 0.065% among 280,000; TRbeta-SRC2 peptide binding, fluorescence polarization; receptor liganded with 1 µM T3; AID 1469, 2008; Potency, µM (highest dose often 106 µM), inactives show top-dose activity change, negative = inhibition, hits mostly inhibitors; Thyroid hormone receptor beta (Homo sapiens), P10828;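 further: plate controls were bound peptide for no effect and peptide without receptor for full effect; nearly all actives have a fitted effect of over 50% in size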
Target sequence (P10828 whole entry, looked up): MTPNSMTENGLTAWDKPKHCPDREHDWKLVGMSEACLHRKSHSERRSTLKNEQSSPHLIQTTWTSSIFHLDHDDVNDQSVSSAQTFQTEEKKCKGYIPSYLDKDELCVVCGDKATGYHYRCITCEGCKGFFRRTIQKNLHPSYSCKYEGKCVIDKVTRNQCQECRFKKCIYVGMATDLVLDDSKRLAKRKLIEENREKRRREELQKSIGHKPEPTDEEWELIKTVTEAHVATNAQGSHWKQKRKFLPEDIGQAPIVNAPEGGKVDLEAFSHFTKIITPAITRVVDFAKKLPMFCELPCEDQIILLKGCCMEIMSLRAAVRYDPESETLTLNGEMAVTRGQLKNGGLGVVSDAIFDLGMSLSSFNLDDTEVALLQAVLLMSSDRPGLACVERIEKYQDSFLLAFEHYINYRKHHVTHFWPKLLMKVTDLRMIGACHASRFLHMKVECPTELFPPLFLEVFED
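Each compound concentration gave % activity, normalized to unbound and bound Texas Red SRC2 controls, from polarization read after 5 hr ambient incubation with T3-loaded human TRb LBD.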
The depositor's hits bear a star; i = inactive; u = inconclusive; x = not tested or not shown; [ ] = another dose, or the depositor's remark. Unless noted, the call rests on the fitted dose curve; in most records, active means well fitted curve in the direction sought with a large enough effect; inconclusive means small, poorly fitted or top-dose-only effect, or another doubt; inactive means no such curve, though single readings can be large; an effect the other way counts as inactive or inconclusive. Unless noted, on the % scale 0 is the no-effect control and ±100 the full control effect; potency means the concentration at half of the fitted maximal effect. Some of the compounds tested (hit frequency here may not be typical).

The first 3 records, ahead of the listing:
canonical_smiles	aGlu spleen mod	TexasRed fluor	TRb SRC2 PPI	RECQ1 helicase	GAA inhib	L3MBTL1 inh	GAA glycogen mod	RGS12 GoLoco inh
COc1ccc(C2(C(=O)NCc3ccccc3Cl)CCOCC2)cc1OC	-4%	1%	3%	i	-3%	-3%	7%	9%
CSC1=C(C#N)C(c2ccccc2Cl)C(C(C)=O)=C(C)N1 (centres undefined)	10%	-4%	-5%	-5%	2%	-1%	-14%	4%
COC(=O)C1(C)NC(c2ccco2)C2C(=O)N(c3ccc(C)cc3)C(=O)C21 (centres undefined)	-2%	-5%	-2%	-4%	-12%	3%	2%	2%

Main list, repeating the preview:
canonical_smiles	aGlu spleen mod	TexasRed fluor	TRb SRC2 PPI	RECQ1 helicase	GAA inhib	L3MBTL1 inh	GAA glycogen mod	RGS12 GoLoco inh
COc1ccc(C2(C(=O)NCc3ccccc3Cl)CCOCC2)cc1OC	-4%	1%	3%	i	-3%	-3%	7%	9%
CSC1=C(C#N)C(c2ccccc2Cl)C(C(C)=O)=C(C)N1 (centres undefined)	10%	-4%	-5%	-5%	2%	-1%	-14%	4%
COC(=O)C1(C)NC(c2ccco2)C2C(=O)N(c3ccc(C)cc3)C(=O)C21 (centres undefined)	-2%	-5%	-2%	-4%	-12%	3%	2%	2%
C/C(=N\N=C(/N)SC1CC(=O)N(c2ccccc2)C1=O)c1cccs1 (centres undefined)	3%	-6%	-3%	2%	8%	-6%	-4%	4%
COC(=O)c1ccc(OC(=O)C2CC(=O)N(c3cccc(C)c3)C2)cc1 (centres undefined)	0%	-8%	-3%	-7%	3%	-11%[11.4 µM]	x	-8%
CCCCc1ccc(S(=O)(=O)NNC(=S)NCc2ccco2)cc1	2%	-2%	-9%	1%	-4%	-12%	4%	1%
COC(=O)C(NC=O)C(O)(Cc1ccccc1)C(F)(F)F (centres undefined)	1%	-1%	-3%	2%	-3%	1%	4%	7%
O=C(Nc1ccc(F)cc1)C(c1ccccc1)N1CCN(S(=O)(=O)c2ccccc2)CC1 (centres undefined)	-6%	2%	-3%	-4%	u	-3%	-6%	5%
Cc1ccc(C(=O)NC2CCN(CC(=O)Nc3cccc([N+](=O)[O-])c3)CC2)cc1	1%	-1%	1%	i	7%	5%	-7%	6%
COc1ccc(N(CC(=O)N/N=C(\C)CCc2ccccc2)S(=O)(=O)c2ccc(C)cc2)cc1	-8%	-4%	-3%	i	x	x	-1%	0%
CC1CCCN(CCC(=O)Nc2ccc3c(c2)CCC3)C1 (centres undefined)	-5%	-2%	-7%	-10%	-3%	-7%	7%	-10%
CCc1ccc(C2c3[nH]c4ccccc4c3CCN2C(=O)c2ccc(=O)n(C)n2)cc1 (centres undefined)	0%	0%	-4%	-20%	-10%	-27%	-13%	8%
CC1CCN(C(=O)C2CCN(S(=O)(=O)c3cnc[nH]3)CC2)CC1	-1%	-4%	-2%	0%	-3%	-3%	6%	-2%
Cc1sc2nc(SCC(=O)NCCO)n(C)c(=O)c2c1C	-2%	-1%	-8%	-14%	5%	x	11%	-6%
O=C(Nc1ccc(N2CCCCC2)cc1)c1ccc2c(c1)OCCO2	-2%	0%	-5%	i	-1%	x	-21%	13%
NC(CCCCCP(=O)(c1ccccc1)c1ccccc1)C(=O)O (centres undefined)	-4%	0%	-1%	-14%	1%[15.4 µM]	13%	4%	16%
O=C(Nc1ccccc1C(=O)O)c1cc(S(=O)(=O)N2CCOCC2)cs1	4%	1%	-1%	i	-2%	8%	0%	9%
Cc1cc(C)nc(Nc2ccc(N3CCOCC3)cc2)n1	5%	7%	0%	-9%	0%[15.4 µM]	-12%	-23%	0%
Cc1c(C(=O)Nc2ccccc2)cn2c(nc3ccccc32)c1C#N	-3%	0%	1%	i	0%	5%	-2%	60%[activator]
Cc1cc(C)c2nc(SCCc3ccccc3)nc(C)c2c1	-3%	3%	-3%	-13%	0%	x	-8%	-8%
O=C(NCC1CCCO1)C1CCCN1C(=O)NC1CCCCC1 (centres undefined)	1%	0%	3%	i	-2%	4%	3%	7%
Cc1cc(NC(=O)c2cccc(S(=O)(=O)N3CC(c4ccccc4)CC3=O)c2)no1 (centres undefined)	-1%	-1%	-1%	-20%	-2%	-6%	5%	3%
Cn1c(Cn2c(=O)sc3ccccc32)nnc1SCC(=O)NCc1ccccc1	-7%	-6%	4%	-3%	-10%	-28%	-3%	8%
COc1ccc2c(C)c(Cl)c(=O)oc2c1	-3%	1%	2%	i	u	-4%	-2%	3%
Cc1cccc(NC(=S)NCC(c2cccnc2)N2CCOCC2)c1 (centres undefined)	-5%	-1%	0%	-4%	1%	-7%	1%	3%
O=C1c2ccccc2C(=O)c2c(Nc3ccc(CCO)cc3)ccc(O)c21	-10%	-7%	5%	-8%	-6%	5.6µM*	-1%	6%
CCN(CC)S(=O)(=O)c1ccc(/C=C/C(=O)OCC(=O)N(C)C)cc1	-1%	-2%	2%	i	-1%	9%	4%	8%
COc1ccc(OC)c(/C(O)=C/C(=O)C(=O)Nc2cc(C)cc(C)c2)c1	-6%	2%	4%	-28%	-13%	x	3%	366%
CCN(CC(=O)Nc1ccc(C)c(F)c1)CC(=O)NC(C)(C)C	x	-4%	0%	i	-6%	9%	8%	7%
Cc1cccc(OCc2nnc(SCC(=O)N3CC(=O)Nc4ccccc43)o2)c1	-1%	-3%	-3%	-3%	-2%	x	-1%	5%
COc1ccc(CCNC(=O)C2CCN(C(=O)c3ccc([N+](=O)[O-])cc3)CC2)cc1	9%	-1%	-5%	i	-4%	-3%[11.4 µM]	0%	15%
COC(=O)c1ccc(C(=O)OC)c(NC(=S)N2CCN(c3cccc(Cl)c3)CC2)c1	-3%	0%	-13%	-6%	1%	-16%	1%	6%
CCOc1cc(C=O)ccc1OCC(=O)N1CCCC1	-1%	0%[53 µM]	-1%[53 µM]	i	4%	0%	0%	0%
C=CCNC(=O)CSc1nnc(C(CC)N(C)C)n1C1CCCCC1 (centres undefined)	-3%	-6%	1%	i	x	11%	11%	-9%
O=C(O)c1ccc(N[C@@H]2OC[C@@H](O)[C@@H](O)[C@@H]2O)cc1	-6%	-1%	-2%	1%	x	x	x	-3%
CCOC(=O)C1(Cc2cccc(OC)c2)CCN(CC(O)CO)CC1 (centres undefined)	1%	1%	5%	2%	x	5%	5%	1%
CCOc1ccc(N(CC(=O)Nc2ccccc2C(=O)NC(C)CC)S(C)(=O)=O)cc1 (centres undefined)	0%	-1%	-2%	i	-9%	-2%	-3%	-1%
O=C(c1cc2c(s1)-c1ccccc1OC2)N1CCCC1	29%	-3%	-5%	-10%	u	x	17%	-5%
COc1ccc(OC)c(C2Nc3nc4ccccc4n3C(C)=C2C(=O)Nc2ccc(C)cc2C)c1 (centres undefined)	-3%	-1%	11%	-4%	-12%	x	-15%	17%
O=C(OCc1c(F)cccc1Cl)c1cnccn1	-2%	-1%	-22%	-1%	u	2%	2%	-1%
COc1ccc(N(C)S(=O)(=O)c2c(C)[nH]c(=O)[nH]c2=O)cc1	-3%	1%	-2%	-8%	2%	1%	2%	14%
COc1ccc(C)cc1S(=O)(=O)N(C)CC(=O)N1CCC(C(N)=O)CC1	-8%	-2%	3%	i	10%	-1%	-7%	6%
O=C(c1ccc(CS(=O)(=O)c2c(Cl)cccc2Cl)o1)N1CCN(c2ccccn2)CC1	-8%	1%	10%	-6%	-5%	x	6%	10%
CCC(C(=O)Nc1ccc(C(C)C)cc1)c1ccccc1 (centres undefined)	-5%	-1%	-2%	i	-12%	7%	11%	19%
N=C1c2ccccc2CN1NC(=O)c1cccc(S(=O)(=O)N2CCCC2)c1	1%	4%	-4%	-8%	-3%	4%	-5%	x
Cc1ccc(NC(=S)N/N=C/c2ccc(OCCC(C)C)cc2)c(C)c1	-7%	-2%	-5%	-13%	1%	x	u	-5%
COc1ccc(Nc2ncnc3c2oc2ccccc23)cc1	1%	-3%	-5%	-11%	-7%	1%	7%	4%
COc1cccc(OCC(=O)O/N=C(\N)c2ccc(OC)c(OC)c2)c1	-2%	-1%	0%	-5%	u	26%	1%	4%
COC1=C/C(=C/c2c(N)n3c(nc2=O)sc2cc(S(C)(=O)=O)ccc23)C=CC1=O	-2%	-11%	1%	-11%	x	-12%	2%	-16%
CN(CC(=O)N1CCN(c2ccccc2)CC1)S(=O)(=O)c1cnc[nH]1	-6%	-6%	0%	-5%	u	3%	4%	8%
O=C(NC(=O)c1cccc(F)c1)Nc1nc(-c2ccc(F)cc2)cc(C(F)(F)F)n1	x	0%	-8%	12%	-10%	-11%	5%	-7%
O=C1CC[C@@]23/C=C/C(=O)NCCCCNCCCNC(=O)/C=C/c4ccc(c2c4)OC3C1 (some centres undefined)	3%	-1%	2%	i	x	x	x	7%
COc1cccc(CN(C(=O)Cc2c[nH]c3ccccc23)C(C(=O)NC2CCCCC2)c2cccs2)c1 (centres undefined)	-7%	-3%	4%	1%	-3%	u	-8%	-3%

Assay outcomes as filed in PubChem.
